# TRHR agonist: qHTS for Small Molecule Agonists and Allosteric Enhancers of Human TRH Receptor: Primary Screen for Agonists | TRHR cells, calcium flux fluo-8, FDSS agonist mode | actives 0.18% (n = 360,000) | AID 493084, 2011 | activation, % at 2 µM | Thyrotropin-releasing hormone receptor (Homo sapiens), P34981; in the data active means activation above about 30%; further: 0% is about no effect
#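 Read-out: compound-evoked intracellular calcium rise in TRHR cells, fluo-8 dye, kinetic FDSS fluorescence at 1 s/cycle following a 10-cycle baseline. Cells cultured overnight before dye loading (30 min–1.5 h, RT).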
# PI4K2A inh: qHTS for small molecular inhibitors of PI4K2A; activity change, negative = inhibition, % at 76.9 µM; AID 1346378, 2018; Phosphatidylinositol 4-kinase type 2-alpha (Homo sapiens), Q9BTU6; purified PI4K2A, ADP-Glo luminescence, 1 h; stronger effect = lower value; actives 0.13% (n = 420,000); in the data active means activity change below about -50%; inconclusive means mostly about -30% to -49%;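 further: -100% = wells without enzyme as full effect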
#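 PI4K2A activity was measured by ADP-Glo luminescence: enzyme (4 ug/mL stock) and phosphatidylinositol (1.2 mM stock) in Tris pH 7.5/MgCl2/EGTA/Triton X-100 buffer were reacted with ATP (300 microM stock) for one hour at ambient temperature.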
# TRHR enhancer: qHTS for Small Molecule Agonists and Allosteric Enhancers of Human TRH Receptor: Primary Screen for Enhancers; Thyrotropin-releasing hormone receptor (Homo sapiens), P34981; TRHR cells, fluo-8 calcium fluorescence, EC20 TRH enhancement; enhancement, % at 2 µM; actives 0.66% (n = 360,000); AID 493056, 2011; in the data active means enhancement above about 30%; further: 0% is about no effect
#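 TRHR-expressing cells loaded with fluo-8 calcium dye were read kinetically (ex 480/em 530) during compound addition, then stimulated with an EC20 of TRH (10 nM final). Enhancement of the Gq-mediated intracellular calcium response was scored.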
# IDH1 R132H inh: qHTS for Inhibitors of mutant isocitrate dehydrogenase 1 (IDH1): qHTS; IDH1-R132H enzyme, NADPH consumption, diaphorase/resazurin fluorescence; Potency, µM (series often up to 76.6 µM), for the others: top-dose activity change, negative = inhibition, actives largely listed as inhibitors; actives 0.093% (n = 390,000); further: potency means the concentration at half of the fitted maximal effect; on the % scale 0 is the no-effect control and ±100 the full control effect; nearly all actives have a fitted effect of over 65% in size
#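 IDH1-R132H (0.5 ug/mL dispensed) in pH 7.5 Tris buffer was preincubated 30 min with compound, then given a substrate mix of 0.016 mM NADPH and 2 mM alpha-KG for 80 min at room temperature; remaining NADPH was read by diaphorase/resazurin fluorescence.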
# D2 agonist: HTS Assay for Allosteric Agonists of the Human D2 Dopamine Receptor: Primary Screen for Agonists; activation, % at 2 µM; actives 0.53% (n = 340,000); D(2) dopamine receptor (Homo sapiens), P14416; AID 485358, 2010; HEK293 T-REx D2 cells, calcium flux agonist mode;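 active means activation over 3 SD above normal in the single-dose calcium agonist read, cut at about 30% in these data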; further: 0% is about no effect
#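 Tetracycline-induced HEK293 T-REx cells with force-coupled D2 receptor, plated overnight at 30 C, loaded with no-wash calcium dye. After a 10 s baseline, compound was pin-added and calcium flux read kinetically for 180 s; calcium rises flagged agonists.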
# D2 antag: HTS Assay for Allosteric Antagonists of the Human D2 Dopamine Receptor: Primary Screen for Antagonists; D(2) dopamine receptor (Homo sapiens), P14416; AID 485344, 2010; inhibition, % at 10 µM; actives 2% (n = 340,000); HEK293 TREx D2 cells, calcium flux, dopamine EC80; in the data active means inhibition above about 30%; further: 0% is about no effect
#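 Measurement of antagonist activity uses fluorescent calcium dye in inducible HEK293 T-REx D2 cells: 10 s baseline, compound addition with 180 s read, EC80 dopamine addition with a further 180 s read.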
# rTrxR1 inhibitor: qHTS Assay for Inhibitors of Mammalian Selenoprotein Thioredoxin Reductase 1 (TrxR1): qHTS; Thioredoxin reductase 1, cytoplasmic (Rattus norvegicus), O89049; recombinant rTrxR1, NADPH fluorescence consumption, selenite substrate; Potency, µM (highest dose often 114 µM), inactives show at the top dose activity change, negative = inhibition, most hits filed as inhibitors; actives 1% (n = 390,000); AID 588453, 2011; further: potency means the concentration at half of the fitted maximal effect; on the % scale 0 is the no-effect control and ±100 the full control effect; nearly all actives have a fitted effect of over 65% in size
#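 Rat TrxR1 (90 nM in the dispensed reagent) was pre-reduced with 400 uM NADPH for 5 min at room temperature, then incubated with compound for 15 min. After 400 uM selenite was added, NADPH fluorescence (Ex 340/Em 450 nm) was followed for 8 min.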
# USP1 inh: Inhibitors of USP1/UAF1: Primary Screen. Ubiquitin carboxyl-terminal hydrolase 1 (Homo sapiens), O94782. recombinant USP1/UAF1, Ub-Rhodamine cleavage fluorescence. Potency, µM (series often up to 57.1 µM), for the others: at the highest dose activity change, negative = inhibition, usual class: inhibitors. actives 0.23% (n = 390,000). AID 743255, 2014; further: potency means the concentration at half of the fitted maximal effect; on the % scale 0 is the no-effect control and ±100 the full control effect; nearly all actives have a fitted effect of over 60% in size; inactives centre near -12
# Target sequence (O94782 whole entry, looked up): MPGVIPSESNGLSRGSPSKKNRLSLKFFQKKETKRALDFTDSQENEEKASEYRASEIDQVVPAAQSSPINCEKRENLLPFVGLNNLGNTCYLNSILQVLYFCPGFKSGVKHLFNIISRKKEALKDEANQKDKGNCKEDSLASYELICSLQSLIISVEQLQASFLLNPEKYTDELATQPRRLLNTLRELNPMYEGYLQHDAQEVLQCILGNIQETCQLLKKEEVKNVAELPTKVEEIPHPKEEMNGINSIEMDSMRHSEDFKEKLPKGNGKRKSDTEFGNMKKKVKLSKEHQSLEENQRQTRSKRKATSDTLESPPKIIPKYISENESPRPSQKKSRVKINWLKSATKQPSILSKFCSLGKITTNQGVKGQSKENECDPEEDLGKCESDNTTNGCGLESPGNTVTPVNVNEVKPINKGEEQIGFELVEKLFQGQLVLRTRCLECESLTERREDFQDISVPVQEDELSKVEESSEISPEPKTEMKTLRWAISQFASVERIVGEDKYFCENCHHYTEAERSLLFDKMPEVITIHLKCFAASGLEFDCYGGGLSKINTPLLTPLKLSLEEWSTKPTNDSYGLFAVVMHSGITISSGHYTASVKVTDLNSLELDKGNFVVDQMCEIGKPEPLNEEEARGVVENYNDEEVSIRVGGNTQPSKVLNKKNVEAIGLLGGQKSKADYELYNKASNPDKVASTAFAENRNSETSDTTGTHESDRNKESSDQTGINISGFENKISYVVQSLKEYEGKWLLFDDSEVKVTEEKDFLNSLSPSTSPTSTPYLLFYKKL
#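 High-throughput fluorogenic screen: 1nM USP1/UAF1 complex, Ub-Rho substrate 150nM final, 50mM HEPES pH 7.8 with 0.5mM EDTA, 0.1 mg/ml BSA, 1mM TCEP and 0.01% Tween-20.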
# TrxR1 substrate: qHTS Assay for Substrates of Mammalian Selenoprotein Thioredoxin Reductase 1 (TrxR1): qHTS; purified TrxR1 substrate turnover, NADPH consumption readout; actives 0.01% (n = 390,000); Potency, µM (series often up to 114 µM), inactives show at the highest dose activity change, negative = substrate turnover; AID 588456, 2011; Thioredoxin reductase 1, cytoplasmic (Rattus norvegicus), O89049; further: potency means the concentration at half of the fitted maximal effect; on the % scale 0 is the no-effect control and ±100 the full control effect; nearly all actives have a fitted effect of over 50% in size
#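 Rat TrxR1, dispensed at 90 nM, was prereduced with 400 uM NADPH (final) for 5 min at ~22 deg C, then incubated with compound 15 min before 400 uM selenite. A first-read NADPH fluorescence drop versus no-compound background flagged substrates.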
# * marks the source's active call; other numbers are inactive results; u = inconclusive; x = not tested or not shown; [ ] = remark or other dose. Unless noted, the call rests on the fitted dose curve; in most records, active means well fitted inhibition curve with a large enough effect; inconclusive means small, poorly fitted or top-dose-only effect; inactive means no such curve, though single readings can be large or run the other way. Rows are unselected; about 3.9% have a hit in one of these screens.
SMILES,TRHR agonist,PI4K2A inh,TRHR enhancer,IDH1 R132H inh,D2 agonist,D2 antag,rTrxR1 inhibitor,USP1 inh,TrxR1 substrate
COCCN(C(=O)Nc1ccccc1)C(C)c1cccnc1 (stereo not given),0.5,-6,4,-5%,x,x,15%,-16%,8%
CCOC(=O)C1CCN(S(=O)(=O)c2c(C)[nH]c(C)c2C(=O)N2CCCCC2)CC1,0.2,-4,1,-4%,0.1,-4,9%,-6%,7%
Cc1nc2ccccc2nc1OCC(=O)NCC(F)(F)F,-0.2,-3,14,4%,1.4,0,10%,-13%,21%
O=C(Nc1cccc(Cl)c1)OCc1cncs1,0.6,4,8,11%,x,x,18%[57.1 µM],-15%,8%[57.1 µM]
Cc1ccc(OC(=O)CSc2nnc(-c3ccc4c(c3)OCO4)o2)c(C)c1,-0.1,-2,3,-19%,0.5,x,9%,u,-7%
O=C(Nc1ccc(F)cc1)c1cccnc1N1CCOCC1,0.2,-7,-3,-4%,0.3,15,-3%[57.1 µM],11%,9%[57.1 µM]
O=C1NC2c3ccccc3CC2O1 (stereo not given),0.1,2,-4,-7%,1.5,8,8%,4%,8%[57.1 µM]
CC(Sc1nnc(-c2cccs2)n1C1CC1)C(=O)NCC1CCCO1 (stereo not given),0.2,5,2,-2%,1.4,13,6%,-15%,3%
Cc1ccc(-c2nc3cnccn3c2Nc2ccc3c(c2)OCO3)cc1,-0.8,-3,1,-3%,0.2,-9,0%[57.1 µM],-6%,-4%
CC(Sc1nnc(C2CC2)n1-c1ccccc1)C(=O)N1CCCC1 (stereo not given),-0.4,-4,5,-8%,0.0,5,7%[57.1 µM],-18%,0%[57.1 µM]
CC1CCCN(S(=O)(=O)c2ccc(S(=O)(=O)NC(C)c3cccs3)cc2)C1 (stereo not given),-0.5,-2,2,-1%,x,x,32%,-14%,5%[57.1 µM]
COc1ccc(CNc2nc(-c3ccco3)nn2S(=O)(=O)c2ccc(Cl)cc2)cc1OC,-1.0,-6,-12,19%,-2.1,x,13%,-16%,2%
O=C(CSC1=NS(=O)(=O)c2cc(F)ccc2N1)NCc1ccc(F)cc1,-0.1,-1,3,1%,0.3,-6,-3%,-16%,-1%
CCn1c(C)nc2cc(C(=O)N/N=C(\C)c3ccccc3O)ccc21,0.0,7,-1,-6%,0.6,-9,2%[57.1 µM],-5%,-8%[57.1 µM]
CC1(C)Cc2c(C#N)c(N3CCOCC3)nc(Cc3ccccc3)c2CO1,-1.0,0,4,6%,-0.3,-13,15%[57.1 µM],-17%,40%[activator][57.1 µM]
Cc1cc(-c2nc3ncccc3o2)ccc1NC(=S)NC(=O)c1ccco1,1.8,0,6,-3%,1.5,-2,-5%,-10%,17%
CC1=C(C(=O)Nc2ccccc2)C(c2cc(Br)ccc2F)n2ncc(C(=O)Nc3ccccc3)c2N1 (stereo not given),2.3,-7,8,-3%,0.9,x,12%,-6%,4%
O=C(NCCc1csc(-c2cccnc2)n1)c1ccco1,1.0,-4,-2,1%,1.0,-4,6%[57.1 µM],-27%,10%[57.1 µM]
CSc1nc(N2CCCC2)c2c(c1C#N)CC(C)(C)OC2,0.8,-2,-17,0%,0.7,-6,2%,-15%,2%
CCC(CO)Oc1cc(NCc2ccncc2)c2ncn(C(C)C)c2c1 (stereo not given),x,2,x,1%,x,x,-64%,u,-1%[57.1 µM]

# 9 of the compounds above, with two lines to a compound.
# Values run as follows: TRHR agonist, PI4K2A inh, TRHR enhancer, IDH1 R132H inh, D2 agonist, D2 antag, rTrxR1 inhibitor, USP1 inh, TrxR1 substrate
COc1ccc(CNc2nc(-c3ccco3)nn2S(=O)(=O)c2ccc(Cl)cc2)cc1OC
→ -1.0, -6, -12, 19%, -2.1, x, 13%, -16%, 2%
O=C(CSC1=NS(=O)(=O)c2cc(F)ccc2N1)NCc1ccc(F)cc1
→ -0.1, -1, 3, 1%, 0.3, -6, -3%, -16%, -1%
CCn1c(C)nc2cc(C(=O)N/N=C(\C)c3ccccc3O)ccc21
→ 0.0, 7, -1, -6%, 0.6, -9, 2%[57.1 µM], -5%, -8%[57.1 µM]
CC1(C)Cc2c(C#N)c(N3CCOCC3)nc(Cc3ccccc3)c2CO1
→ -1.0, 0, 4, 6%, -0.3, -13, 15%[57.1 µM], -17%, 40%[activator][57.1 µM]
Cc1cc(-c2nc3ncccc3o2)ccc1NC(=S)NC(=O)c1ccco1
→ 1.8, 0, 6, -3%, 1.5, -2, -5%, -10%, 17%
CC1=C(C(=O)Nc2ccccc2)C(c2cc(Br)ccc2F)n2ncc(C(=O)Nc3ccccc3)c2N1 (stereo not given)
→ 2.3, -7, 8, -3%, 0.9, x, 12%, -6%, 4%
O=C(NCCc1csc(-c2cccnc2)n1)c1ccco1
→ 1.0, -4, -2, 1%, 1.0, -4, 6%[57.1 µM], -27%, 10%[57.1 µM]
CSc1nc(N2CCCC2)c2c(c1C#N)CC(C)(C)OC2
→ 0.8, -2, -17, 0%, 0.7, -6, 2%, -15%, 2%
CCC(CO)Oc1cc(NCc2ccncc2)c2ncn(C(C)C)c2c1 (stereo not given)
→ x, 2, x, 1%, x, x, -64%, u, -1%[57.1 µM]

# The results go on.
SMILES,TRHR agonist,PI4K2A inh,TRHR enhancer,IDH1 R132H inh,D2 agonist,D2 antag,rTrxR1 inhibitor,USP1 inh,TrxR1 substrate
O=C(Nc1ccc2nc(SCCOc3ccccc3)sc2c1)c1ccccc1F,0.8,1,1,-9%,2.3,x,29%,-21%,8%
COc1ccccc1N1CCN(C(=O)CCCN2C(=O)c3cccc4cccc(c34)C2=O)CC1,0.8,1,8,10%,-0.2,10,-17%,-21%,-11%
CCOC(=O)c1sc(Nc2nc3ccc(OC)cc3s2)cc1C,0.2,-2,3,5%,0.3,-4,4%,-25%,60%[activator]
Cc1cc(-c2ccccc2C(=O)Nc2ccccc2O)on1,0.4,1,-1,0%,-0.5,2,8%,-15%,5%
CCC(CC)c1nnc(NC(=O)C2=NNC(=O)CC2)s1,0.4,-3,11,-5%,4.5,12,16%[57.1 µM],-10%,3%
COc1ccc(-c2ocnc2C(=O)N2CCN(C(c3ccccc3)c3ccccc3)CC2)cc1,1.4,-22,-1,10%,0.4,-1,9%[57.1 µM],-17%,-10%[57.1 µM]
Cc1nc(=S)c2c([nH]1)-c1ccccc1CC21CCCCC1,0.7,2,10,6%,1.1,8,14%[57.1 µM],-11%,0%[57.1 µM]
COc1ccccc1NC(=O)COc1ccc(C(=O)OCC(=O)N2CCCC2=O)cc1OC,-0.8,8,6,0%,0.1,1,-5%,7%,-3%
Cc1ccccc1OCC(=O)N(Cc1ccc(C(C)C)cc1)C1CCS(=O)(=O)C1 (stereo not given),0.9,-1,7,0%,0.4,x,2%,1%,-5%
O=C(NCCCn1ccnc1)c1cc(C2CC2)on1,0.3,5,0,-2%,0.3,0,29%,-20%,12%
O/C(=C\Sc1nnc(Cc2ccccc2)o1)c1ccc(Br)cc1,2.1,-3,-9,-1%,3.9,-3,u,2%,-6%[2.29 µM]
CCOc1ccccc1CNC(=O)c1cnc2c(-c3ccc(OCC)c(OCC)c3)c(C)nn2c1C,0.0,-1,6,x,0.5,x,20%[57.1 µM],-4%,0%[57.1 µM]
CN(CCc1ccccc1)C(=O)c1ccc(NC(=O)Cc2ccc(NC(=O)C3CCN(C(=O)C4CCC4)CC3)cc2)cc1,x,-2,x,-16%,x,x,6%,-30%,3%
COc1cc(NC(=O)CN2c3ccccc3S(=O)(=O)c3ccccc32)cc(OC)c1,1.1,1,5,-8%,2.0,x,12%[57.1 µM],-20%,-6%[57.1 µM]
COC(=O)CCCCCN1C(=O)NC(C2CC2)C(C(=O)OCc2ccccc2)=C1C (stereo not given),x,-1,x,4%,x,x,5%[57.1 µM],-29%,4%[57.1 µM]
COC(=O)c1cccc(NC(=O)NC(=O)c2ccc(Cl)cc2)c1,0.5,7,5,9%,-0.3,7,17%[57.1 µM],u,-5%[57.1 µM]
O=C(CN(Cc1ccccc1F)C(=O)c1csnn1)NC1CCCCC1,0.0,1,-7,-8%,-0.5,6,8%[57.1 µM],6%,2%[57.1 µM]
O=C(NCc1ccc(Cl)cc1)c1ccc2c(c1)NC(=O)C(CS(=O)(=O)Cc1ccccc1Cl)N2 (stereo not given),0.5,5,9,4%,0.6,x,18%,-26%,8%
CNc1sc(C(=O)c2ccccc2F)c(N)c1-c1nc2ccccc2s1,2.8,-1,5,-27%,0.6,0,-11%,-29%,-2%
Cn1ncc(Br)c1C(=O)N/N=C/c1ccc(OS(=O)(=O)c2ccccc2)cc1,0.1,-3,-10,1%,6.4,24,19%,-26%,2%

# Some of the entries so far, with bars between the fields.
structure | TRHR agonist | PI4K2A inh | TRHR enhancer | IDH1 R132H inh | D2 agonist | D2 antag | rTrxR1 inhibitor | USP1 inh | TrxR1 substrate
Cc1cc(-c2ccccc2C(=O)Nc2ccccc2O)on1 | 0.4 | 1 | -1 | 0% | -0.5 | 2 | 8% | -15% | 5%
CCOC(=O)c1sc(Nc2nc3ccc(OC)cc3s2)cc1C | 0.2 | -2 | 3 | 5% | 0.3 | -4 | 4% | -25% | 60%[activator]

# Bioassay records as filed in PubChem BioAssay.
